NPC1 promoter act: NPC1 promoter activation | Huh7 NPC1 promoter luciferase reporter, 24 h | Potency, µM (highest dose often 9.22 µM), without a hit: at the top dose activation, most hits filed as activators | 320,000 tested, 2.4% active;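 further: potency means the concentration at half of the fitted maximal effect; % of control where 0% means no effect; nearly all actives have a fitted effect of over 60% in size; reporter is driven by a mutant NPC1 promoter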
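Huh7 reporter cells (NPC1 promoter driving luciferase) are dosed with compound for 24 h at 37 °C, 5% CO2; luciferase detection reagent is then added and luminescence measured after 10 min at ambient temperature.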
Mito fusion act: inhibitors of mitochondrial division or activators of mitochondrial fusion; S. cerevisiae fusion-defective mutant growth rescue, CellTiterGlo 48 h; Potency, µM (doses to about 46.1 µM), inactives show top-dose growth rescue (activation), hits mostly activators; 320,000 tested, 0.23% active; AID 485298;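 further: potency means the concentration at half of the fitted maximal effect; % of control where 0% means no effect; nearly all actives have a fitted effect of over 45% in size; temperature-sensitive fusion mutants such as fzo1-1 at 37 °C on non-fermentable ethanol glycerol medium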
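Growth-rescue viability read-out: after 48 h at the non-permissive 37C in glycerol/ethanol YPEG, yeast mitochondrial fusion mutants are measured by CellTiterGlo luminescence; compounds (23 nl pinned per well) restoring growth score as division inhibitors or fusion activators.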
FLuc modulator: counter-screen for miR-21 project: firefly luciferase inhibitors or activators. purified FLuc, Km substrates, luminescence inhibition. Potency, µM (highest dose often 57.5 µM), inactives show at the top dose activity change, negative = inhibition, hits mostly inhibitors. 360,000 tested, 6.9% active;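 further: potency means the concentration at half of the fitted maximal effect; plate controls were vehicle for no effect and reference inhibitor for full effect; nearly all actives have a fitted effect of over 55% in size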
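Purified P. pyralis luciferase, 10 nM final, with Km-level 10 uM D-luciferin and 10 uM ATP in 50 mM Tris acetate pH 7.5, 10 mM Mg acetate, 0.01% Tween-20, 0.05% BSA; 6-point qHTS titration about 60 µM downward; luminescence read.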
KCNH2 3.1 block: KCNH2 3.1 (human) potassium channel inhibition | U2OS KCNH2 3.1, thallium flux FluxOr; hits give low values | 340,000 tested, 0.95% active | activity change, % (tested at about 1.8 µM);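 active means maximum activity change below -70%; inconclusive means maximum activity change from -70% to -50%; inactive means maximum activity change above -50%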;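 further: thallium influx rate constant from kinetic fluorescence after stimulation buffer; on the % scale 0 is the no-effect control and ±100 the full control effect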
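Measured as rate of thallium-driven FluxOr signal in transduced U2OS cells carrying the 3.1 channel, read kinetically for 2 min upon stimulation; values are rate constants scaled to DMSO control wells.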
MBNL1 CUG block: inhibitors of human MBNL1 binding to CUG repeat RNA; TR-FRET MBNL1-His/biotin-(CUG)12 binding, 665/545 ratio; Potency, µM (highest dose often 57.5 µM), for the others: at the highest dose activity change, negative = inhibition, actives largely listed as inhibitors; 280,000 tested, 0.036% active; active means well fitted inhibition curve with a large enough effect in the signal ratio, with a control signal flat, not every such curve was filed as active; inconclusive means small, poorly fitted or top-dose-only effect, or effect the other way, or a change in a side signal; inactive means no such curve, though single readings can be large or run the other way; the % refers to the signal ratio; further: potency means the concentration at half of the fitted maximal effect; on the % scale 0 is the no-effect control and ±100 the full control effect
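Ratiometric TR-FRET (665 over 545 nm, excitation 340 nm) tracks disruption of MBNL1-His/biotin-(CUG)12 complex after 60 min at room temperature, with compounds at 92 nM to 58 uM final.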
Gal4-VP16 FLuc: counter-screen for ROR gamma inhibitors: Gal4-VP16 reporter; Drosophila S2 Gal4-VP16 UAS-luciferase, luminescence, 20 h; Potency, µM (top dose mostly 53.6 µM), inactives show at the highest dose activity, negative = inhibition, hits mostly inhibitors; 310,000 tested, 3.5% active;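 further: Gal4-VP16 expression switched on by copper sulfate through the metallothionein promoter; potency means the concentration at half of the fitted maximal effect; on the % scale 0 is the no-effect control and ±100 the full control effect; nearly all actives have a fitted effect of over 50% in size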
Rab9 prom act: activates the Rab9 promoter | AID 485297 | 320,000 tested, 2.8% active | Potency, µM (highest dose often 9.22 µM), for inactives: top-dose activation, negative = inhibition, most hits filed as activators | Huh7 Rab9 promoter-luciferase reporter, luminescence, 24 h; further: potency means the concentration at half of the fitted maximal effect; % of control where 0% means no effect; nearly all actives have a fitted effect of over 60% in size
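Measured in stably transfected Huh7 cells bearing a Rab9 promoter–luciferase construct: 24 h compound treatment at 37 °C, followed by luminescence detection.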
PKM2 activator: PKM2 (human) enzyme activation; P14618; purified PKM2, Kinase-Glo ATP luminescence, activation; response scale: 0% is enzyme alone, no compound; Potency, µM (titrated, usually from 57.5 µM), for the others: at the top dose activation, usual class: activators; 260,000 tested, 0.34% active; AID 1631; further: potency means the concentration at half of the fitted maximal effect; on the % scale 0 is the no-effect control and ±100 the full control effect; nearly all actives have a fitted effect of over 55% in size
Target sequence (P14618 whole entry, looked up): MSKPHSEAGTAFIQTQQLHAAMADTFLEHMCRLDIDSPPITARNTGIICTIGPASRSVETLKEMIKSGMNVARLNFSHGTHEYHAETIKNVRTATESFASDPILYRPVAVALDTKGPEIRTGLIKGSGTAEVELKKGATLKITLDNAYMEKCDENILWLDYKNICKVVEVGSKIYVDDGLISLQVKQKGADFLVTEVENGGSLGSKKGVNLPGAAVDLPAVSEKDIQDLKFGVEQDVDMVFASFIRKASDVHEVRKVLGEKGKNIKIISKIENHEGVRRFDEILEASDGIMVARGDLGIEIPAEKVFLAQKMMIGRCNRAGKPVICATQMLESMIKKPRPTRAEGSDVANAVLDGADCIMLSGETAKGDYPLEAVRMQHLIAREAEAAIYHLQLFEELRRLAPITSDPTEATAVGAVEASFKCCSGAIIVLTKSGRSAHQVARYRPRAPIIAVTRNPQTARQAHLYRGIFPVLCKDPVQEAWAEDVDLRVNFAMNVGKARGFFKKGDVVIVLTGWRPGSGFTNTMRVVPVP
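Purified hPK-M2 (>95% pure) converted ADP (0.1 mM final) to ATP with 0.5 mM PEP in 50 mM imidazole pH7.2, KCl, MgCl2, Tween 20, BSA; 1 h at room temperature. ATP detected by Kinase-Glo luminescence.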
RORgamma inh: blocks mouse ROR gamma transcriptional activity; Drosophila S2 Gal4-RORgamma UAS-luciferase reporter, 20 h; Potency, µM (doses to about 53.6 µM), for inactives: at the highest dose activity change, negative = inhibition, hits mostly inhibitors; 310,000 tested, 5.4% active; AID 2551; further: potency means the concentration at half of the fitted maximal effect; on the % scale 0 is the no-effect control and ±100 the full control effect; nearly all actives have a fitted effect of over 60% in size
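In this cell-based reporter format, copper sulfate (700 uM final) drives Gal4–ROR gamma fusion expression from a metallothionein promoter in Drosophila Schneider cells; compounds preincubated 1 hr, reporter read after 20 hr at ambient temperature.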
ELG1 DNA repair: ELG1-dependent DNA repair inhibition; HEK293T ELG1-luciferase reporter, luminescence, 16 h; DNA damage induced by 5-fluorouridine; Potency, µM (series often up to 46.1 µM), for the others: at the top dose activity change, negative = inhibition, hits mostly inhibitors; 330,000 tested, 2.3% active; AID 504467; further: potency means the concentration at half of the fitted maximal effect; on the % scale 0 is the no-effect control and ±100 the full control effect; nearly all actives have a fitted effect of over 55% in size
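Quantitative HTS, concentration-response format. 2,000 cells/well co-treated with 5-fluorouridine and compound, 16 hr in 5% CO2 at 37 °C; ONE-Glo luminescence read after 30 min.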
Menin MLL FP TR: menin-MLL binding inhibition, Texas Red mutant peptide | 270,000 tested, 0.23% active | AID 1768 | Menin + Texas Red MLL mutant peptide, fluorescence polarization | O00255 | Potency, µM (doses to about 61.6 µM), for inactives: top-dose FP activity change, negative = inhibition, most hits filed as inhibitors; active means well fitted inhibition curve with a large enough effect in the polarisation, with a control signal flat, not every such curve was filed as active; inconclusive means small, poorly fitted or top-dose-only effect, or effect the other way, or a change in a side signal; inactive means no such curve, though single readings can be large or run the other way; the % refers to the polarisation; further: potency means the concentration at half of the fitted maximal effect; % of control where 0% means no effect; many of its hits are not listed in these tables
Target sequence (O00255 whole entry, looked up): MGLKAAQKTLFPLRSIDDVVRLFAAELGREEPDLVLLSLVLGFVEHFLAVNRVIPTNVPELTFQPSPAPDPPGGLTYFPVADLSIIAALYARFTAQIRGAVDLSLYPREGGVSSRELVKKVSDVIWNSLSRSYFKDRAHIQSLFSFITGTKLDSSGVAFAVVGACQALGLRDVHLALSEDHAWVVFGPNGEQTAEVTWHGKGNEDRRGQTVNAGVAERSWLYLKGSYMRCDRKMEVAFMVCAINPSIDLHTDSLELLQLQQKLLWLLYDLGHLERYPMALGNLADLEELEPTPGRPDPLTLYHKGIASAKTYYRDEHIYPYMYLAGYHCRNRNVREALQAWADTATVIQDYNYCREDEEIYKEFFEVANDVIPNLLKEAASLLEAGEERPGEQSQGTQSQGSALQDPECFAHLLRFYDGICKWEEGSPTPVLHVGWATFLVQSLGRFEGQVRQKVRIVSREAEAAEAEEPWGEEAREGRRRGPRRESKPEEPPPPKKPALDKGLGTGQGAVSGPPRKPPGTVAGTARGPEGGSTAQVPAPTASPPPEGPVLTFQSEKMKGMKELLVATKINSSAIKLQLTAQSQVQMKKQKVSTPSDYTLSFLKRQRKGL
* marks the source's active call; other numbers are inactive results; ? = inconclusive; . = not tested or not shown; & = joins results of further samples; [ ] = dose if it differs, or a comment. Unless noted, the call rests on the fitted dose curve; in most records, active means well fitted curve in the direction sought with a large enough effect; inconclusive means small, poorly fitted or top-dose-only effect, or another doubt; inactive means no such curve, though single readings can be large; an effect the other way counts as inactive or inconclusive.

SMILES	NPC1 promoter act	Mito fusion act	FLuc modulator	KCNH2 3.1 block	MBNL1 CUG block	Gal4-VP16 FLuc	Rab9 prom act	PKM2 activator	RORgamma inh	ELG1 DNA repair	Menin MLL FP TR
O=C(Nc1nc(-c2cccs2)c(C(=O)C(F)(F)F)s1)c1ccco1	-1%	23%	?	2	129%[activator]	0%	-13%	2%	?	?	13%
CCn1c(SCc2ccc(OC)cc2)nnc1-c1ccncc1	-2%	1%	-2%	4	1%	15%	-6%	12%	11%	-9%	0%
COc1ccc(-c2oc3ccc(-c4ccc(OC)nc4)cc3c2C#CC2(O)CCCCC2)cc1	-7%	3%	5%	35	1%	-6%	-4%	3%	1%	5%	11%
O=C(Cc1cc(=O)[nH]c(=O)[nH]1)NCc1ccccc1	-1%	-1%	1%	5	?	0%	1%	-4%	16%	22%	0%
CCOc1ccc(NC(=O)CN(C)C(=O)c2ccc(C)o2)cc1OCC	-6%	-9%	2%	-9	-5%	-3%	-3%	.	7%	2%	-3%
COc1ccc(C(C)NC(=O)C23CC4CC(CC(C4)C2)C3)cc1 (stereo not given)	-4%	0%	0%	14	-6%	-4%	-1%	3%	7%	-6%	-25%
Cc1ccc(CSc2nnc3nc(C)cc(C)n23)cc1	2%	1%	-6%	-17	-1%	1%	-10%	-7%	12%	26%	.
O=C1Nc2ccc(F)cc2C12OCCO2	4%	-11%	-1%	20	-5%	0%	0%	.	29%	25%	16%
Cc1ccc(OCC(=O)NCC(=O)Nc2ccc(F)c(F)c2F)c([N+](=O)[O-])n1	0%	0%	-1%	4	?	1%	-1%	3%	23%	0%	-8%
Cc1[nH]c(=O)[nH]c(=O)c1S(=O)(=O)Nc1ccc(F)c([N+](=O)[O-])c1	1%	5%	1%	7	?	-4%	-3%	.	-1%	0%	-12%
CCN(CC)C(=O)CSc1nsc(SCC(=O)N(CC)CC)c1C#N	-2%	-5%	-2%	0	-1%	-5%	-1%	-3%	-4%	15%	21%
O=c1c2[nH]c3cccc(Cl)c3c2ncn1Cc1ccncc1	1%	-1%	-10%	13	8%	2%	0%	-3%	3%	22%	0%
O=C(NCc1cccs1)C1CC(=O)N(C2CCCC2)C1 (stereo not given)	-1%	-5%	-3%	1	-5%	-3%	-5%	9%	-3%	13%	1%
CCOCCCn1c(=S)[nH]c2cc(C(=O)N3CCOCC3)ccc2c1=O	0%	1%	6%	-8	-2%	-5%	-1%	-3%	-9%	-4%	-2%
COCC(C)n1c(C)cc(C(=O)COC(=O)CN=C2NS(=O)(=O)c3ccccc32)c1C (stereo not given)	0%	-9%	-15%	3	-1%	-4%	0%	11%	-32%	-2%	-9%
O=C(c1cc(=O)[nH]c2ccccc12)N1CCN(c2ccccc2)CC1	-2%	2%	2%	3	-10%	7%	1%	0%	-17%	-1%	.
Cc1nn(CCCC(=O)NC2CCC(C)CC2)c(=O)c2nn(-c3ccccc3)c(C)c12 (stereo not given)	-3%	1%	-1%	22	0%	-15%	-3%	.	-7%	0%	.
O=[N+]([O-])c1cncc([N+](=O)[O-])c1Nc1cccc(O)c1	8%	-10%	-1%	6	?	11µM*	12%	-2%[11.5 µM]	?	?	6%
CC1CCCCC1NC(=O)COc1ccc(-n2cnnn2)cc1 (stereo not given)	-1%	6%	-3%	2	0%	-18%	-21%	5%	8%	5%	?
COc1ccc(CCNC(=O)c2cc(S(=O)(=O)N(C)C)ccc2N2CCCC2)cc1	0%	0%	2%	7	-4%	4%	0%	-10%	37%	12%	-3%
CCC(=O)c1ccc(N2CCN(C(=O)c3cccc(F)c3)CC2)c(F)c1	-7%	-4%	-3%	-2	-4%	?	-3%	2%	23%	?	2%
Cc1nc(N2CCN(C)CC2)[nH]c(=O)c1Cc1cccc2ccccc12	4%	-1%	0%	-15	-3%	4%	-7%	-4%	-7%	-3%	-2%
CCC(=O)NC(C)c1nc2ccccc2n1C (stereo not given)	-3%	-3%	-1%	3	0%	.	-5%	2%	1%[0.365 µM]	1%	21%
CCCn1c(N)c(N(CCOC)C(=O)CSc2cc(C)c3cccc(C)c3n2)c(=O)[nH]c1=O	1%	-9%	.	-6	.	.	-3%	.	.	12%	.
Cc1ccc(OCc2nc(C#N)c(NCc3ccc4c(c3)OCO4)o2)cc1	-6%	8.9µM*	-5%	0	-5%	-4%	12%	12%	-3%	-29%	?
Cc1cc(NCCNC2=CC(=O)CCC2)nc2ccccc12	0%	5%	-1%	-18	?	8%	-6%	4%	15%	13%	2%
CC(C)NS(=O)(=O)c1ccc(OCC(N)=O)c(Cl)c1	1%	-2%	0%	-1	-1%	-13%	0%	6%	-17%	-1%	-1%
Cc1ccc(C)c(OCc2cc(C(=O)NC(C)c3cnn(C)c3)no2)c1 (stereo not given)	20%	-2%	-10%	2	-5%	2%	0%	.	10%	12%	.
CCCCOc1ccc(C(=O)NCCCC(=O)N2CCCCC2)cc1	-3%	-2%	-2%	-29	3%	0%	-5%	-4%	20%	-10%	-1%
CS(=O)(=O)N(CC(=O)NCCSCc1ccccc1)c1ccc2c(c1)OCO2	1%	7%	-2%	26	-3%	-6%	-5%	6%	8%	-3%	-17%
COc1ccc(C)cc1NCc1ccc([N+](=O)[O-])cc1	-4%	0%	4%	9	5%	3%	4%	1%	4%	?	15%
COc1ccccc1NC(=S)NCC1CCCO1 (stereo not given)	1%	-6%	-1%	-10	1%	?	-10%	4%	?	11%	11%
O=C(CCCn1c(=O)c2ccccc2n(CC(=O)N2CCN(c3ccccc3)CC2)c1=O)NCc1ccco1	-2%	0%	-1%	-5	-8%	-4%	2%	-3%	27%	-7%	-3%
COc1ccc(C(CC(=O)Nc2ncccc2C)N2Cc3ccccc3C2=O)cc1OC (stereo not given)	-4%	8%	-2%&-10%	6	-6%	-16%	-2%	.	?	0%	?
CC(C)CC(=O)NC(=S)Nc1ccccc1C(=O)Nc1ccccc1	-4%	-1%	7%	16	2%	-11%	1%	1%	?	-10%	.
O=C(CC1CC2CCC1C2)OCC(=O)c1c[nH]c2ccccc12 (stereo not given)	0%	-9%	15µM*	8	?	?	6%	3%	-3%	?	?
Cc1ccc(C)c(S(=O)(=O)N2CCCOC2CNC(=O)C(=O)NCc2ccccn2)c1 (stereo not given)	-2%	-4%	8%	7	-5%	0%	1%	1%	-8%	-2%	.
CC(c1nnc(SCC(=O)N(C)C2CCS(=O)(=O)C2)n1-c1ccccc1)N(C)C (stereo not given)	-3%	-1%	2%	8	.	.	3%	.	.	27%	.
COc1ccccc1CCC(=O)OCC(=O)Nc1cccc(S(=O)(=O)N2CCOCC2)c1	8%	7%	-5%	-4	.	.	-2%	.	.	7%	.
COc1ccc(S(=O)(=O)N2CCN(c3nc(C)cc(C)n3)CC2)cc1	1%	22%	-1%	16	0%	-13%	-4%[1.84 µM]	.	2%	-4%	-1%
CSc1cccc(NS(=O)(=O)c2cccs2)c1	1%	8%	2%	-1	-6%	.	1%	-8%	0%[0.365 µM]	5%	-1%
C=CCc1c(C)nc2c(C(=O)O)cnn2c1C	-5%	-4%	0%	-7	6%	2%	1%	-2%	2%	8%	0%
COc1ccccc1-c1nnc(SCC(=O)NCc2ccco2)n1N	-1%	-5%	0%	-17	-2%	-11%	9%	-3%	3%	2%	9%
COc1ccc(CNC(=O)CCC(=O)Nc2nnc(CC(C)C)s2)cc1	-6%	5%	-1%	1	-3%	4%	0%	-1%	10%	0%	.
COc1ccc(C(=O)NCC(c2ccc3c(c2)OCO3)N2CCN(c3ccc(OC)cc3)CC2)cc1 (stereo not given)	-1%	16%	2%	-15	.	.	1%	.	.	?	.
COC(=O)C1=NN(C(=O)c2cccc(Br)c2)C(O)(c2ccc(Cl)cc2)C1 (stereo not given)	-1%	-18%	11µM*	3	4%	-30%	-4%	-10%	-29%	-2%	?
NS(=O)(=O)c1ccc2nc(NC(=O)C3CCCO3)sc2c1 (stereo not given)	1%	-4%	-20%	-3	-8%	12%	2%	5%	2%	?	-3%
O=C(c1ccc(CS(=O)(=O)Cc2ccccc2)cc1)N1CCCCC1	0%	-4%	5%	-9	-2%	-3%	-4%	1%	22%	-6%	0%

Screens deposited in PubChem by National Center for Advancing Translational Sciences (NCATS).

An excerpt; the hit share may differ from the screen's.
